High-throughput results (PubChem)
IDH1 R132H inh – qHTS for Inhibitors of mutant isocitrate dehydrogenase 1 (IDH1): qHTS; Isocitrate dehydrogenase [NADP] cytoplasmic (Homo sapiens), O75874; IDH1-R132H enzyme, NADPH consumption, diaphorase/resazurin fluorescence; Potency, µM (top dose mostly 76.6 µM), inactives show at the highest dose activity change, negative = inhibition, most hits filed as inhibitors; hit rate 0.093% among 390,000; AID 602179, 2012; note: potency is the fitted concentration of half-maximal effect; % is set by controls: 0 for no effect and ±100 for the full control effect; nearly all actives have a fitted effect of over 65% in size
Target sequence (O75874 whole entry R132H, stated change not applied): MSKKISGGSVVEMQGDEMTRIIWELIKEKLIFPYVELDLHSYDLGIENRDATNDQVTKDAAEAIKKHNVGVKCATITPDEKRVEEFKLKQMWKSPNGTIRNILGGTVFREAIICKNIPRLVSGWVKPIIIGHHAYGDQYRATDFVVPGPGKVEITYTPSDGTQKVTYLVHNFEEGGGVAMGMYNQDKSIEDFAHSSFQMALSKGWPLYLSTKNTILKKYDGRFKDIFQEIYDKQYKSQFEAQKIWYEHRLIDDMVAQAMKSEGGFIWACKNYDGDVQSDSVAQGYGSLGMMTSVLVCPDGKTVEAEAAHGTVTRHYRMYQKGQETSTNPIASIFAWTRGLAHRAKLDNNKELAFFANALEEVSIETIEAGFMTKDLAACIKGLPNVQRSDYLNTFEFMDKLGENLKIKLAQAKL
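IDH1-R132H (0.5 ug/mL dispensed) in pH 7.5 Tris buffer was preincubated 30 min with compound, then given a substrate mix of 0.016 mM NADPH and 2 mM alpha-KG for 80 min at room temperature; remaining NADPH was read by diaphorase/resazurin fluorescence.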
USP1-UAF1 inh – Inhibitors of USP1/UAF1: Primary Screen; Ubiquitin carboxyl-terminal hydrolase 1 (Homo sapiens), O94782; recombinant USP1/UAF1, Ub-Rhodamine cleavage fluorescence; Potency, µM (doses to about 57.1 µM), for the others: at the top dose activity change, negative = inhibition, hits mostly inhibitors; hit rate 0.23% among 390,000; AID 743255, 2014; note: potency is the fitted concentration of half-maximal effect; % is set by controls: 0 for no effect and ±100 for the full control effect; nearly all actives have a fitted effect of over 60% in size; inactives centre near -12
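Step one: compound is pinned into 1nM USP1/UAF1 in HEPES pH 7.8 buffer with TCEP. Step two: 15 min room-temperature incubation. Step three: Ub-Rho (150nM final) starts cleavage, tracked by fluorescence over six one-minute reads.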
D2 ag – HTS Assay for Allosteric Agonists of the Human D2 Dopamine Receptor: Primary Screen for Agonists. HEK293 T-REx D2 cells, calcium flux agonist mode. activation, % at 2 µM. hit rate 0.53% among 340,000;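 active = activation over 3 SD above normal in the single-dose calcium agonist read, cut at about 30% in these data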; note: 0% is about no effect
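In this primary screen, compounds producing a positive calcium signal within 180 s of addition to tetracycline-induced, force-coupled HEK293 Trex D2 cells are flagged; cells are dye-loaded with a no-wash calcium kit beforehand.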
D2 antag – HTS Assay for Allosteric Antagonists of the Human D2 Dopamine Receptor: Primary Screen for Antagonists. D(2) dopamine receptor (Homo sapiens), P14416. HEK293 TREx D2 cells, calcium flux, dopamine EC80. inhibition, % at 10 µM. hit rate 2% among 340,000. AID 485344, 2010; in the data active = inhibition above about 30%; note: 0% is about no effect
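HEK293 T-REx D2 cells, tet-induced, calcium dye no-wash. Cpd pintool add, 180 s kinetic, then EC80 DA, 180 s kinetic. Ca flux read.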
TrxR1 substrate – qHTS Assay for Substrates of Mammalian Selenoprotein Thioredoxin Reductase 1 (TrxR1): qHTS. purified TrxR1 substrate turnover, NADPH consumption readout. Potency, µM (doses to about 114 µM), inactives show at the top dose activity change, negative = substrate turnover. hit rate 0.01% among 390,000; note: potency is the fitted concentration of half-maximal effect; % is set by controls: 0 for no effect and ±100 for the full control effect; nearly all actives have a fitted effect of over 50% in size
Target sequence (O89049 whole entry, looked up): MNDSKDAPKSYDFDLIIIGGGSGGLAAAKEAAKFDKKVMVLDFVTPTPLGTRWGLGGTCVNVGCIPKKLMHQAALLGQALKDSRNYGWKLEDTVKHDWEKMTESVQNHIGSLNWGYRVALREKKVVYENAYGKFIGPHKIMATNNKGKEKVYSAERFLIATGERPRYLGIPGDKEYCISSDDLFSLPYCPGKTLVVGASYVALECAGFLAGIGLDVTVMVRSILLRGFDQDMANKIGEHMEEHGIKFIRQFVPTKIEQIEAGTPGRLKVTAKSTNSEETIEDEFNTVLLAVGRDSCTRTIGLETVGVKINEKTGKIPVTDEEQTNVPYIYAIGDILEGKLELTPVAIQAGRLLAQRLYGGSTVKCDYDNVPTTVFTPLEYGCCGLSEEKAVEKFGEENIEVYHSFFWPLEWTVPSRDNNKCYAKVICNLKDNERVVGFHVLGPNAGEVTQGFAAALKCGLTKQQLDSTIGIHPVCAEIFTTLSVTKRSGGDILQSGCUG
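Rat TrxR1, dispensed at 90 nM, was prereduced with 400 uM NADPH (final) for 5 min at ~22 deg C, then incubated with compound 15 min before 400 uM selenite. A first-read NADPH fluorescence drop versus no-compound background flagged substrates.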
Pin1 inhibitor – qHTS Assay to Find Inhibitors of Pin1 | Peptidyl-prolyl cis-trans isomerase NIMA-interacting 1 (Homo sapiens), Q13526 | Pin1 FP peptide displacement, HiFluor488, 10 min | Potency, µM (titrated, usually from 115 µM), inactives show at the highest dose activity, negative = inhibition, usual class: inhibitors | hit rate 0.009% among 390,000; active = well fitted inhibition curve with a large enough effect in the polarisation, with a control signal flat, not every such curve was filed as active; inconclusive = small, poorly fitted or top-dose-only effect, or effect the other way, or a change in a side signal; inactive = no such curve, though single readings can be large or run the other way; the % refers to the polarisation; note: potency is the fitted concentration of half-maximal effect; % is set by controls: 0 for no effect and ±100 for the full control effect
Target sequence (Q13526 whole entry, looked up): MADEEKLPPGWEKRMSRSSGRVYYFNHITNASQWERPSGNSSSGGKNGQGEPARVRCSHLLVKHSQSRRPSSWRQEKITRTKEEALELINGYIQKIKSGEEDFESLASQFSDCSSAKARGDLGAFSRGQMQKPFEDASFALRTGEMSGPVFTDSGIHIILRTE
TRHR PAM – qHTS for Small Molecule Agonists and Allosteric Enhancers of Human TRH Receptor: Primary Screen for Enhancers; TRHR cells, fluo-8 calcium fluorescence, EC20 TRH enhancement; enhancement, % at 2 µM; hit rate 0.66% among 360,000; AID 493056, 2011; in the data active = enhancement above about 30%; note: 0% is about no effect
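Enhancer read-out: after compound pinning and an initial kinetic agonist-mode read, an EC20 of TRH (10 nM final) was injected and fluo-8 calcium signal (Ex 480/Em 530) followed at 1 s/cycle for 100 cycles in TRHR-expressing cells.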
rTrxR1 inhibitor – qHTS Assay for Inhibitors of Mammalian Selenoprotein Thioredoxin Reductase 1 (TrxR1): qHTS. recombinant rTrxR1, NADPH fluorescence consumption, selenite substrate. Potency, µM (top dose mostly 114 µM), for inactives: at the highest dose activity change, negative = inhibition, hits mostly inhibitors. hit rate 1% among 390,000; note: potency is the fitted concentration of half-maximal effect; % is set by controls: 0 for no effect and ±100 for the full control effect; nearly all actives have a fitted effect of over 65% in size
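Rat TrxR1 (90 nM in the dispensed reagent) was pre-reduced with 400 uM NADPH for 5 min at room temperature, then incubated with compound for 15 min. After 400 uM selenite was added, NADPH fluorescence (Ex 340/Em 450 nm) was followed for 8 min.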
TRHR ag – qHTS for Small Molecule Agonists and Allosteric Enhancers of Human TRH Receptor: Primary Screen for Agonists. Thyrotropin-releasing hormone receptor (Homo sapiens), P34981. TRHR cells, calcium flux fluo-8, FDSS agonist mode. activation, % at 2 µM. hit rate 0.18% among 360,000. AID 493084, 2011; in the data active = activation above about 30%; note: 0% is about no effect
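Fluo-8-loaded TRHR cells; 10 s baseline, compound added, kinetic Ca2+ fluorescence read 1/s, agonist mode.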
* hit, by the source's call; ? = inconclusive; . = no result given; & = joins results of further samples; [ ] = dose if it differs, or a comment. Unless noted, calls come from the whole dose curve; as a rule, active = well fitted inhibition curve with a large enough effect; inconclusive = small, poorly fitted or top-dose-only effect; inactive = no such curve, though single readings can be large or run the other way. An excerpt; the hit share may differ from the screen's.

Each structure is followed by: IDH1 R132H inh | USP1-UAF1 inh | D2 ag | D2 antag | TrxR1 substrate | Pin1 inhibitor | TRHR PAM | rTrxR1 inhibitor | TRHR ag
- COc1ccccc1N1CCN(C(=O)Cn2c(=O)nc(-c3ccccc3)c3cc(Cl)ccc32)CC1
 : -14% | -21% | 0.4 | . | 5%[57.1 µM] | -14% | 3 | 21%[57.1 µM] | 0.1
- Cc1nn(-c2ccc(N3CCCC3)nn2)c(C)c1CCC(=O)Nc1ccc(F)c(Cl)c1
 : 13% | -10% | 0.5 | . | 4%[57.1 µM] | 0% | 4 | 19%[57.1 µM] | -0.2
- CN1N=C(C(=O)N2CCc3c([nH]c4ccccc34)C2c2ccccc2Cl)CCC1=O (stereo unspecified)
 : -1% | -14% | 0.3 | -3 | -1% | -2% | 10 | 15%[57.1 µM] | -0.1
- CCCCn1c(N)c(N(CC(C)C)C(=O)C2CCN(S(=O)(=O)c3ccc(C)cc3C)CC2)c(=O)[nH]c1=O
 : 2% | -3% | -1.4 | 13 | -5% | 1% | 0 | -1% | -1.4
- COc1cccc(NC(=O)CN2C(=O)C(c3ccc(C)cc3)=NC23CCCCCC3)c1
 : 4% | -7% | -0.5 | -23 | -15% | 4% | 8 | -9% | 1.6
- COc1ccc(CCNC(=O)CS(=O)Cc2nc(-c3ccccc3F)oc2C)cc1OC (stereo unspecified)
 : 2%&0% | -18%&-13% | 0.3 | -6 | 24%&-4% | -2%&6% | 2&-3 | 50µM* | -0.4&-0.1
- COC(=O)Cn1c(C)nc2ccccc21
 : -4% | -8% | 1.0 | 1 | 5% | -6% | -4 | 12% | 0.7
- COc1ccccc1N(C)S(=O)(=O)c1ccc(C(=O)NCc2ccccc2CN2CCCC2)cc1
 : 2% | -17% | . | . | 1% | -1% | . | -2% | .
- O=c1c2ccccc2ncn1-c1ccc(Br)cc1[N+](=O)[O-]
 : 0% | -21% | 1.2 | 13 | 0% | 0% | 11 | 10% | -0.2
- CNc1nnc(Sc2ncccc2[N+](=O)[O-])s1
 : 5% | 3% | 0.5 | -12 | 0%[57.1 µM] | -5% | -3 | -37% | 0.6
- CCC(C)NC(=O)CN1C(=O)c2cccc3cccc1c23 (stereo unspecified)
 : 14% | -18% | -0.3 | 24 | 12% | -2% | -3 | 13%[57.1 µM] | -0.3
- C[C@@H]1COC(=O)[C@@H](CC(=O)OC(C)(C)C)C/C=C\C[C@@H](CC(=O)N[C@H](CO)Cc2ccccc2)C(=O)N1
 : 4% | -25% | . | . | 9%[57.1 µM] | 1% | . | 14%[57.1 µM] | .
- Cc1ccc(S(=O)(=O)CCC(=O)NCc2ccccc2Cl)cc1
 : 10% | -10% | -1.3 | 4 | -9%[57.1 µM] | -8% | -3 | 29%[57.1 µM] | -0.8
- O=C(CCS(=O)(=O)c1cc(Br)cc2c1N(C(=O)C1CC1)CC2)N1CCN(c2ccc(F)cc2)CC1
 : -21% | -14% | -0.2 | . | -6% | -2% | -8 | -15% | -0.3
- CCc1ccccc1NC(=O)CN(c1ccc(OC)cc1OC)S(=O)(=O)c1ccccc1
 : 3% | -20% | -0.7 | 30 | -5% | 2% | -1 | 7% | -1.6
- O=C1/C(=C/c2ccccn2)SC(=S)N1c1ccc(O)cc1
 : -4% | -8% | -0.6 | . | -5% | 1% | 2 | 7% | -0.3
- CCn1cc(C(=O)Nc2cccc(NC(C)=O)c2)c2cc(OC)c(OC)cc2c1=O
 : 8% | -13% | -0.6 | 0 | -5% | 3% | -9 | -8% | 0.5
- COCCN(C(=O)c1snc(C(N)=O)c1N)C(C(=O)NC1CCCC1)c1cc(OC)c(OC)c(OC)c1 (stereo unspecified)
 : 12% | 7% | 1.0 | 6 | 10% | 2% | 0 | -3% | 0.5
- O=S(=O)(c1cccc(-c2n[nH]c(=S)n2Cc2ccccc2)c1)N1CCOCC1
 : -4% | -7% | -0.1 | -6 | -4% | 5% | 0 | -15% | -0.1
- Cc1ccc(Cl)cc1N1CCN(S(=O)(=O)c2cc3c(cc2C)NC(=O)CO3)CC1
 : 1% | -25% | 0.1 | -16 | 9%[57.1 µM] | 11% | -1 | 36% | -0.1
- N/C(=N\OC(=O)Nc1ccccc1)c1ccno1
 : 4% | ? | 0.4 | -3 | 5%[57.1 µM] | -1% | -1 | 26% | 0.1
- Cc1ccccc1-c1nc(CN2CCC(C(=O)N3CCN(c4ccccn4)CC3)CC2)c(C)o1
 : -22% | 11% | -0.4 | -11 | 5% | 5% | -6 | -3%[57.1 µM] | -0.2
- COc1ccc(NC(=O)c2cccc(NC(=O)c3ccco3)c2)c(OC)c1
 : 5% | -7% | -0.1 | 3 | 5% | ? | -6 | 6% | -1.0
- COc1ccc(OC)c(N/C=C/C(=O)c2ccccc2)c1
 : -6% | -27% | 0.3 | 0 | -16% | 20% | -5 | -14% | 1.0
- Cc1ccc(CNC(=O)c2ccc(Cn3nc(C)cc3C)o2)cc1
 : 2% | -16% | -0.9 | -4 | 8% | 9% | 1 | 28% | -0.7
- CC1(C)Cc2[nH]c3ccccc3c2C(C)(C)N1
 : 2% | -12% | 0.3 | -14 | 9% | 0% | 12 | -7% | 2.1
- Cc1c(C)n(CCc2ccccc2)c2ncnc(NCCCN(C)C)c12
 : 5% | 6% | 0.0 | -9 | -1%[57.1 µM] | 3% | 6 | -1% | -1.1
- OC(CN1C2=NCCCN2c2ccccc21)c1ccc(Br)cc1 (stereo unspecified)
 : 2% | -5% | 0.8 | 19 | -10% | -6% | 3 | 10%[57.1 µM] | 1.4
- C=C1C2(C(=O)NCc3ccco3)CCC(C2)C1(C)C (stereo unspecified)
 : 4% | -20% | 0.4 | 4 | -2% | -2% | -1 | -6% | -0.5
- CCOC(=O)/C(C#N)=C\c1ccc2c(c1)OCO2
 : 6% | 0% | . | . | 7%[57.1 µM] | -14% | . | 9%[57.1 µM] | .

The results go on.
Each structure is followed by: IDH1 R132H inh | USP1-UAF1 inh | D2 ag | D2 antag | TrxR1 substrate | Pin1 inhibitor | TRHR PAM | rTrxR1 inhibitor | TRHR ag
- COc1ccc(/C=N/n2c(-c3cc(C)[nH]n3)n[nH]c2=S)cc1OC
 : 7% | -19% | 0.4 | -37 | -6% | 1% | -3 | -26% | 0.7
- Nc1ncnc2c1ncn2[C@@H]1O[C@H](CNC(=O)[C@@H]2CCN2)[C@@H](O)[C@H]1O
 : 9% | -26% | . | . | 5% | 0% | . | 5% | .
- CC(C)(C)OC(=O)N(CCc1ccccc1)Cc1cccc(OCc2cccc(NC(=O)C3CCCC3)c2)c1
 : -7% | -18% | . | . | -5% | 8% | . | 13% | .
- Cc1cc(OC(C(=O)O)c2ccccc2)c2c(C)c(Cc3ccccc3)c(=O)oc2c1 (stereo unspecified)
 : 0% | -21% | 1.3 | -10 | 59%[activator] | -1% | 3 | 16% | -0.2
- Cc1ccc(S(=O)(=O)NCC2COc3ccccc3O2)cc1 (stereo unspecified)
 : 3% | 2% | 0.0 | -2 | -5% | -3% | -10 | 10% | -0.5
- CCCn1c(SCc2nc(-c3cccs3)no2)nnc1-c1ccncc1
 : 0% | -9% | 0.3 | 23 | 6% | 0% | 15 | 11% | -0.5
- COc1cc2c(C(=O)N3CCN(c4cc(Cl)ccc4C)CC3)cn(CC(C)C)c(=O)c2cc1OC
 : -7% | -23% | 0.3 | . | 2% | -4% | -6 | 9% | 0.1
- Cc1cc(-c2cn3ccccc3n2)c(C)n1-c1ccccc1
 : 7% | 0% | -0.3 | -12 | 39% | -1% | 6 | 22%[57.1 µM] | 0.8
- COc1ccccc1N(CC(=O)N/N=C(\C)c1ccc(F)cc1)S(=O)(=O)c1ccccc1
 : -2% | -3% | 0.5 | -5 | 0% | 3% | -1 | 10% | 0.3
- O=C(OCc1cnc(Cl)s1)c1c(F)cccc1F
 : 9% | -22% | -0.2 | -7 | -3% | -1% | 0 | 16% | 0.0
- CCOC(=O)[C@H]1[C@H]2COc3cc(OC)ccc3[C@@H]2N2C(=O)N(c3cccc(F)c3)C(=O)[C@@]12C
 : 0% | -28% | . | . | 2% | ? | . | 29% | .
- CN(Cc1ccc(OC(F)F)cc1)C(=O)c1ccc(S(=O)(=O)N(C)c2ccccc2)cc1
 : -11% | -20% | 0.3 | -3 | -1% | 4% | -5 | 18% | 3.2
- O=C(c1ccccc1)c1ccccc1C(=O)c1ccccc1
 : 7%&0% | -30%&-18% | -1.5&-2.4 | -7&7 | -7%&10%[57.1 µM] | -14%&-1% | -9&1 | 0% | -1.3&0.4

Complete entries as entered above. Order of values: IDH1 R132H inh, USP1-UAF1 inh, D2 ag, D2 antag, TrxR1 substrate, Pin1 inhibitor, TRHR PAM, rTrxR1 inhibitor, TRHR ag
Cc1ccccc1-c1nc(CN2CCC(C(=O)N3CCN(c4ccccn4)CC3)CC2)c(C)o1 as listed: -22%, 11%, -0.4, -11, 5%, 5%, -6, -3%[57.1 µM], -0.2
O=C(OCc1cnc(Cl)s1)c1c(F)cccc1F as listed: 9%, -22%, -0.2, -7, -3%, -1%, 0, 16%, 0.0
O=C(c1ccccc1)c1ccccc1C(=O)c1ccccc1 as listed: 7%&0%, -30%&-18%, -1.5&-2.4, -7&7, -7%&10%[57.1 µM], -14%&-1%, -9&1, 0%, -1.3&0.4
Cc1cc(-c2cn3ccccc3n2)c(C)n1-c1ccccc1 as listed: 7%, 0%, -0.3, -12, 39%, -1%, 6, 22%[57.1 µM], 0.8
